Screens from PubChem.
GLP1R cytotox: cytotoxicity in counter-screen for GLP-1R inverse agonists | AID 624418 | 0.13% of 410,000 active | Potency, µM (highest dose often 38.3 µM), inactives show at the highest dose activity change, negative = inhibition, actives largely listed as inhibitors | HEK293 cAMP-luciferase reporter cells, luminescence, 24 h;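 further: loss of luciferase light is scored as toxicity; potency means the concentration at half of the fitted maximal effect; on the % scale 0 is the no-effect control and ±100 the full control effect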
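Compound-treated cells are incubated 24 hr at 37 deg C under 5% CO2 after a 12 hour attachment period, then luciferase detection reagent is added and luminescence is measured following 12 min at room temperature; lowered signal indicates toxicity.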
KB-V1 cytotox: KB-V1 MDR subline cytotoxicity. 3.4% of 400,000 active. Potency, µM (top dose mostly 46.1 µM), for the others: at the top dose activity change, negative = cytotoxicity, most hits filed as cytotoxic. KB-V1 MDR cells viability, CellTiter-Glo, 72 h; further: potency means the concentration at half of the fitted maximal effect; on the % scale 0 is the no-effect control and ±100 the full control effect; nearly all actives have a fitted effect of over 60% in size
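Cells of the MDR subline KB-V1 are plated, dosed with compound at multiple concentrations, and incubated 72 h at 37 degrees C; CellTiter-Glo is then added and luminescence read after 10 min.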
HT1080 IDH1KD tx: toxicity to HT-1080 IDH1 knockdown cells (counter line). HT-1080 IDH1 knockdown viability, ATP luminescence, 48 h. Potency, µM (titrated, usually from 46.1 µM), without a hit: top-dose activity, negative = toxicity, actives largely listed as cytotoxic. 2% of 360,000 active;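 further: potency means the concentration at half of the fitted maximal effect; 0% = DMSO wells and -100% = cell-free medium wells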
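HT-1080-IDH1KD cells (IDH1 knocked down), 750/well in RPMI with 5% FBS, treated with compound 48 h at 37 degrees C. Viability by CellTiter-Glo luminescence, normalised to DMSO and no-cell wells; concentration-response curves classed.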
KB-3-1 tox: KB-3-1 parental cell cytotoxicity. KB-3-1 viability, CellTiter-Glo ATP luminescence, 72 h. Potency, µM (highest dose often 46.1 µM), inactives show top-dose activity change, negative = cytotoxic, usual class: cytotoxic. 1.4% of 400,000 active. AID 1347075; further: potency means the concentration at half of the fitted maximal effect; on the % scale 0 is the no-effect control and ±100 the full control effect; nearly all actives have a fitted effect of over 60% in size
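Cells are dispensed, compounds pinned in, plates held at 37 °C for 72 h, then CellTiter-Glo is added and luminescence read after 10 minutes. Cell line: parental KB-3-1 in phenol-red-free DMEM, 10% FBS.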
HT1080NT lethal: kills 2HG-producing HT-1080-NT fibrosarcoma cells | HT-1080-NT fibrosarcoma viability, CellTiter-Glo ATP luminescence, 48 h | Potency, µM (doses to about 46.1 µM), for the others: at the highest dose activity, negative = less viability, hits mostly cytotoxic | 1.6% of 360,000 active;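 further: NT is the 2HG producing partner of a matched IDH1 knockdown line; potency means the concentration at half of the fitted maximal effect; 0% = DMSO-treated cells and -100% = media-only wells without cells; nearly all actives have a fitted effect of over 55% in size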
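Luminescent CellTiter-Glo readout after 48 hours of compound exposure at 37 degrees C defined viability of HT-1080-NT cells. Activity was normalized to DMSO wells and cell-free media wells; concentration-response curves were fitted and assigned curve classes.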
SW480 rerep: induces DNA re-replication in SW480 colon adenocarcinoma cells; SW480 DNA re-replication, Hoechst DNA content imaging, 48 h; Potency, µM (highest dose often 46.1 µM), for the others: at the highest dose re-replication activation, hits mostly activators; 1.8% of 340,000 active; further: potency means the concentration at half of the fitted maximal effect; % of control where 0% means no effect; nearly all actives have a fitted effect of over 55% in size
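Quantitative HTS format with DMSO vehicle controls; 48 hr drug incubation at 37 C, then 40 min Hoechst staining and scanning imager measurement at 405 nm excitation.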
DRD3 agonist: activates the human D3 dopamine receptor; P35462; D3R DiscoveRx beta-arrestin cells, luminescence, 90 min; max activation, %; 0.58% of 410,000 active; AID 652048; in the data active means max activation above about 30%; further: 0% is about no effect; mostly tested at two doses, the higher about 12 µM
Target sequence (P35462 whole entry, looked up): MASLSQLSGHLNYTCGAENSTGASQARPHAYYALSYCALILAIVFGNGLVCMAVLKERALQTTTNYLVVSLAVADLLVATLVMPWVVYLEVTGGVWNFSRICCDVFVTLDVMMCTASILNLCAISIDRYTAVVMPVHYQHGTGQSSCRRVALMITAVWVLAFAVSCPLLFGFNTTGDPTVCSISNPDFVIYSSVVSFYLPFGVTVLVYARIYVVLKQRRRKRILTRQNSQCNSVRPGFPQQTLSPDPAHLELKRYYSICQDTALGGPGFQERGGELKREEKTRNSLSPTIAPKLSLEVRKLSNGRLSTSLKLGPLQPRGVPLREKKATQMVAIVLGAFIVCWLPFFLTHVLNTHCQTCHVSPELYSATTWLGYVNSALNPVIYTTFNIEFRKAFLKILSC
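Cells at 1500/well, incubated overnight, then treated with pinned compounds (dopamine as control) for 90 min at 37 degrees C. DiscoveRx reagent added for 30 - 60 minutes at room temperature; luminescence read.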
IL1B secr inh: blocks inflammasome-driven IL-1 beta release; 4.7% of 360,000 active; activity change, % at 57.5 µM; THP-1 LPS/ATP IL-1B secretion, AlphaLISA, 16 h; stronger effect = lower value; AID 743279; in the data active means activity change below about -50%; inconclusive means mostly about -30% to -49%; further: on the % scale 0 is the no-effect control and ±100 the full control effect
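Secreted IL-1B measured by AlphaLISA bead assay after 16 h compound exposure of THP-1 cells; compounds (final up to 57.5 uM) added 1 h before LPS (250 ng/mL) and ATP (1.25 mM) stimulation; lower signal means less secretion.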
MCF10A rerep: inducers of DNA re-replication in MCF 10A breast cells | MCF 10A DNA re-replication, Hoechst nuclear intensity, 48 h | Potency, µM (highest dose often 46.1 µM), without a hit: top-dose activity, positive = re-replication, most hits filed as activators | 2.9% of 350,000 active; further: potency means the concentration at half of the fitted maximal effect; % of control where 0% means no effect; nearly all actives have a fitted effect of over 50% in size
* marks the source's active call; other numbers are inactive results; ? = inconclusive; nt = not tested or not shown; [ ] = another dose, or the depositor's remark. Unless noted, the call rests on the fitted dose curve; in most records, active means well fitted curve in the direction sought with a large enough effect; inconclusive means small, poorly fitted or top-dose-only effect, or another doubt; inactive means no such curve, though single readings can be large; an effect the other way counts as inactive or inconclusive.

no.	Compound	GLP1R cytotox	KB-V1 cytotox	HT1080 IDH1KD tx	KB-3-1 tox	HT1080NT lethal
1	COC(=O)/C=C1\N/C(=N\c2nc(C)cc(C)n2)N(c2ccc(C)cc2)C1=O	3%	-3%	-2%	-1%	1%
2	OC(c1ccc(F)c(F)c1)c1nc(-c2ccncc2)cs1 (stereo not drawn)	9%	-6%	?	-5%	0%
3	O=C(O)CCc1ccc(-c2ccc(Cl)cc2)n1Cc1ccco1	8%	5%	17%	8%	0%
4	COc1ccc(NC(=O)Cn2nc(C(=O)O)c3ccccc3c2=O)cc1OC	11%	-16%	14%	2%	?
5	CSc1nc(SCC(=O)NCC2CCCO2)c2c3c(sc2n1)CN(C)CC3 (stereo not drawn)	6%	-21%	-1%	21%	0%
6	CCOc1cc(C2c3c(oc4ccccc4c3=O)C(=O)N2Cc2ccc(OC)cc2)ccc1O (stereo not drawn)	-4%	-8%	nt	-1%	nt
7	CCc1nnc(NC(=O)c2cc(=O)c3cc(C)ccc3o2)s1	-13%	16%	nt	?	nt
8	COc1ccc(N(C)C(=O)Cn2cnc3sc(C)c(S(=O)(=O)N4CCN(c5ncccn5)CC4)c3c2=O)cc1	1%	0%	nt	0%	nt
9	CCCCCCNC(=O)Cc1c(O)c2ccccc2[nH]c1=O	8%	17%	1%	3%	7%
10	CC(=O)Nc1ccc(N/C=C/C(=O)c2ccc(C)cc2)cc1	-5%	-7%	0%	1%	-8%

no.	SW480 rerep	DRD3 agonist	IL1B secr inh	MCF10A rerep
1	-104%[inhibitor]	1	7	3%
2	nt	4	5	nt
3	2%	2	12	26%
4	6%	-6	7	11%
5	14%	0	1	0%
6	nt	-15	nt	nt
7	nt	-3	nt	nt
8	nt	12	nt	nt
9	-5%	-6	18	-1%
10	?	9	-16	-4%

Later entries
no.	Compound	GLP1R cytotox	KB-V1 cytotox	HT1080 IDH1KD tx	KB-3-1 tox	HT1080NT lethal
11	Cc1ccc(S(=O)(=O)CC(=O)Nc2nc3ccc(S(N)(=O)=O)cc3s2)cc1	2%	8%	11%	13%	12%
12	COCCCNC(=O)CC(=O)N/N=C\c1ccc(SC)cc1	5%	11%	3%	-4%	2%
13	C=CCN(c1ccccc1)S(=O)(=O)c1cccc(C(=O)NCC(c2ccc(OC)cc2)N2CCCCC2)c1 (stereo not drawn)	?	?	-24%	?	-20%
14	CC(C)c1ccc(NC(=O)CSc2n[nH]c(=O)n2-c2ccc3c(c2)OCCO3)cc1	-15%	?	-13%	6%	3%
15	CN(C)S(=O)(=O)N1CCC(Oc2ccc(C(=O)N3C[C@H]4CC[C@H]3C4)cc2)CC1	4%	nt	-18%	nt	?
16	CN1/C(=C\C(=O)c2cccnc2Cl)C(C)(C)c2ccccc21	10%	9%	-17%	10%	-5%
17	CCC(C)NC(=O)CCSc1ccc(C)cc1 (stereo not drawn)	7%	12%	6%	4%	13%
18	CC(C)c1cccc(C(C)C)c1NC(=O)COC(=O)C1=COCCO1	-8%	-16%	13%	0%	1%
19	O=C(CCn1cncn1)N1CCCC(N2CCN(c3ccc(F)cc3)CC2)C1 (stereo not drawn)	-6%	-16%	-2%	0%	2%
20	COc1ccc(COC(=O)c2cccc(S(=O)(=O)N3CCN(C(C)=O)CC3)c2)cc1F	6%	?	-9%	-6%	-27%

no.	SW480 rerep	DRD3 agonist	IL1B secr inh	MCF10A rerep
11	?	1	39	5%
12	-7%	2	6	-2%
13	?	-28	-66*	?
14	9%	0	?	7%
15	-14%	27	12	-3%
16	12%	1	-17	?
17	-3%	9	2	-1%
18	-2%	2	7	2%
19	3%	-6	8	8%
20	-12%	0	-1	24%

5 records picked at random from the list so far:
no.	Compound	GLP1R cytotox	KB-V1 cytotox	HT1080 IDH1KD tx	KB-3-1 tox	HT1080NT lethal
16	CN1/C(=C\C(=O)c2cccnc2Cl)C(C)(C)c2ccccc21	10%	9%	-17%	10%	-5%
13	C=CCN(c1ccccc1)S(=O)(=O)c1cccc(C(=O)NCC(c2ccc(OC)cc2)N2CCCCC2)c1 (stereo not drawn)	?	?	-24%	?	-20%
15	CN(C)S(=O)(=O)N1CCC(Oc2ccc(C(=O)N3C[C@H]4CC[C@H]3C4)cc2)CC1	4%	nt	-18%	nt	?
18	CC(C)c1cccc(C(C)C)c1NC(=O)COC(=O)C1=COCCO1	-8%	-16%	13%	0%	1%
20	COc1ccc(COC(=O)c2cccc(S(=O)(=O)N3CCN(C(C)=O)CC3)c2)cc1F	6%	?	-9%	-6%	-27%

no.	SW480 rerep	DRD3 agonist	IL1B secr inh	MCF10A rerep
16	12%	1	-17	?
13	?	-28	-66*	?
15	-14%	27	12	-3%
18	-2%	2	7	2%
20	-12%	0	-1	24%

(listing goes on)
no.	Compound	GLP1R cytotox	KB-V1 cytotox	HT1080 IDH1KD tx	KB-3-1 tox	HT1080NT lethal
21	Cc1cc(C)c(S(=O)(=O)N2CCCOC2CNC(=O)C(=O)NCCc2c[nH]c3ccccc23)c(C)c1 (stereo not drawn)	-26%	16µM*	-28%	-11%	-1%
22	O=C(CCNS(=O)(=O)c1ccccc1)OCc1nnc(-c2ccccc2)o1	-2%	-13%	-1%	1%	2%
23	O=C(CNC(=O)c1cccc(S(=O)(=O)N2CCc3ccccc32)c1)Nc1ccc(F)c(F)c1F	-2%	?	?	0%	-18%
24	O=Cc1c(Cl)nc2ccccn12	1%	13%	0%	-3%	-1%
25	Cn1ccc2cc(S(=O)(=O)N3CCN(C(=O)Nc4ccccc4F)CC3)ccc21	-6%	-1%	nt	3%	nt
26	Cc1onc(-c2ccccc2)c1C(=O)N1CCOC12CCN(c1cccc(F)n1)CC2	12%	0%	-7%	0%	-2%
27	COc1ccc(/C(C)=N/NC(=O)CNC(=O)c2ccco2)cc1	-6%	2%	24%	5%	13%

no.	SW480 rerep	DRD3 agonist	IL1B secr inh	MCF10A rerep
21	13%	3	-15	-2%
22	0%	-7	-11	3%
23	1%	-16	0	?
24	-80%[inhibitor]	14	17	0%
25	nt	-11	nt	nt
26	6%	-11	-3	?
27	0%	0	-4	-8%
